CSN deneddyl inh – blocks human CSN-mediated cullin deneddylation | hit rate 0.38% among 360,000 | inhibition, % at 12.5 µM | Q92905 | Purified CSN, SCF-Nedd8-OG deneddylation, fluorescence polarization;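 active = pattern-corrected inhibition above about 35%, with an unprinted fluorescence ratio check between 0.5 and 1.5, limit read from the data, passing the limit was not always enough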;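 also: 0% = enzyme with substrate and 100% = substrate without enzyme; some results filed as inactive read as strong as hits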
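Assay system: HEK293T-derived human Csn5 enzyme; quantity: 0.24 nM enzyme; medium: Tris/NaCl/DTT buffer, pH 7.5; also added: substrate SCFSkp2-Nedd8OG, 10 nM; doses: 12.5 µM compound; schedule: 90 min reaction at room temperature; signal: FP; read-out: % inhibition of substrate cleavage by Csn5; benchmarks: substrate-only high control, full reaction low control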
LMPTP block – LMPTP (human) inhibition | P24666 | recombinant LMPTP-A, OMFP fluorogenic substrate, fluorescence intensity | inhibition, % at 20 µM | hit rate 0.22% among 360,000;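 active = compounds that cut the enzyme signal by at least half of the control window in the single-dose screen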;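 also: plate controls were DMSO wells with enzyme plus substrate for no effect and substrate without enzyme for full effect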
Target sequence (P24666 whole entry, looked up): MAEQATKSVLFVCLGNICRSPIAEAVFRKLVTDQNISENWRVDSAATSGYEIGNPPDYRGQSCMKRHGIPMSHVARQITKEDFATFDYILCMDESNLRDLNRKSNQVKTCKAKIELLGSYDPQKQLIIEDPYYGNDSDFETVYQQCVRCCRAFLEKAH
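Assay system: LMPTP-A, protein tyrosine phosphatase of low molecular weight / Medium: pH 6.0 Bis-Tris buffer with DTT and Triton X-100 / Schedule: 50 min enzyme reaction at room temperature, protected from light / Measured by: endpoint fluorescence intensity from OMFP dephosphorylation / Read-out basis: % inhibition relative to no-enzyme and uninhibited control wells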
TbMetRS inhib – Trypanosoma brucei MetRS inhibition | purified T. brucei MetRS, ATP depletion, Kinase-Glo luminescence | inhibition, % at 11.9 µM | hit rate 0.4% among 360,000 | AID 624268;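 active = inhibition above a per-plate cutoff of the control wells' mean inhibition plus 3 SD, cut at about 5.5% in these data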;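 also: 0% = DMSO wells median and 100% = median of wells with control inhibitor compound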
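Dosing: 11.9 µM compound single dose, 0.9% DMSO; Assay system: purified T. brucei MetRS enzyme; Measured by: Kinase-Glo luciferase luminescence reporting remaining unconsumed ATP; Schedule: 15 min plus 2 h at 25 °C.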
Scp1 inh – blocks human Scp-1 phosphatase activity | inhibition, % at 20 µM | hit rate 0.88% among 340,000 | Recombinant Scp1, phosphopeptide, malachite green phosphate absorbance;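 active = inhibition above about 50% at 20 µM, limit read from the data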;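 also: plate controls were DMSO wells with enzyme for no effect and wells lacking enzyme for full effect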
Target sequence (Q9GZU7 76-261 limits assumed): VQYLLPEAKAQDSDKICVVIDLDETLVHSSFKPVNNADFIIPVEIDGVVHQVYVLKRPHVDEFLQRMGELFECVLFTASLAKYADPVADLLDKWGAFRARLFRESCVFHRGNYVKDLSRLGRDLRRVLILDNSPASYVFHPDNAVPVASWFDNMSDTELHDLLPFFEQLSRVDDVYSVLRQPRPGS
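assay system = SCP-1 phosphatase catalytic domain, residues 76-261 | buffer or medium = 50 mM Tris acetate pH 5.5, 0.005% Tween-20, 10 mM MgCl2 | incubation = enzyme reaction 45 min at room temperature, colour 5 min, stabilisation 30 min | signal = Phosphate-binding colour reagent, absorbance read at 630 nm | measure = % inhibition at 20 µM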
STEP block – blocks human striatal-enriched tyrosine phosphatase | P54829 | recombinant STEP, OMFP fluorogenic substrate, fluorescence | inhibition, % at 20 µM | hit rate 0.25% among 360,000 | AID 588621;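 active = inhibition at 20 µM, scaled per plate between control wells, above about 37%, limit read from the data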;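 also: 0% = DMSO with enzyme and substrate and 100% = substrate only without enzyme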
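medium = Bis-Tris buffer pH 6.0, 2.5 mM DTT, 0.005% Tween 20 | test system = STEP (striatal-enriched tyrosine phosphatase) enzyme, cell-free | measure = normalized % inhibition | compound dosing = 20 µM, 1% DMSO | also added = 25 µM OMFP | schedule = reaction 20 min, ambient temperature | measured by = fluorescence read at 480 nm ex / 540 nm em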
NadD inh – blocks S. aureus nicotinate mononucleotide adenylyltransferase; purified NadD enzyme, colorimetric absorbance read-out; hit rate 0.78% among 360,000; inhibition, % at 20 µM; in the data active = inhibition above about 26%; also: some compounds past the cut are filed as inactive
Rpn11 block – Rpn11 (human) deubiquitinase inhibition; human 26S proteasome, Ub4-pepOG fluorescence polarization; 20S core pre-blocked with epoxomicin; hit rate 0.59% among 360,000; calls only at 20 µM; O00487; AID 588493;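 active = inhibition at 20 µM, scaled to each plate's controls, above about 33%, limit read from the data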
Target sequence (O00487 whole entry, looked up): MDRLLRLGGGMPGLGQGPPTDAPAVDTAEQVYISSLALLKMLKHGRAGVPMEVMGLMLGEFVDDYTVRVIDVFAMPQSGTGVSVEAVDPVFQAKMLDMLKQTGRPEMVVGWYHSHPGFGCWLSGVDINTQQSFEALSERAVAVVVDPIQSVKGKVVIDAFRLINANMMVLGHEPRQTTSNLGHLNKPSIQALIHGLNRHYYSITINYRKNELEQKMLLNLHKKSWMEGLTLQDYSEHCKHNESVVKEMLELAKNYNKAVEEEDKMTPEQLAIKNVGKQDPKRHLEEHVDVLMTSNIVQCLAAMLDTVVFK
DNMT1 block – inhibitors of human DNMT1; hit rate 0.83% among 360,000; inhibition (reported as % activation of signal), % at 10 µM; P26358; DNMT1 molecular beacon, Hinp1I cleavage, fluorescence; in the data active = inhibition above about 50%
SUMO1-SIM PPI – alters human SUMO1 binding to SIM partners | P63165 | inhibition, % at 20 µM | SUMO1 binding to a labelled peptide, TR-FRET, 1 h | hit rate 0.33% among 360,000 | AID 602429; in the data active = inhibition above about 37%
Target sequence (P63165 whole entry, looked up): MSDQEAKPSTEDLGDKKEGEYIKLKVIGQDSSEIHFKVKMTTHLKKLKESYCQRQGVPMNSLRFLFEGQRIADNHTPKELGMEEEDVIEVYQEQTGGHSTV
MsrA inhibitor – bovine MsrA inhibition | AID 651718 | inhibition, % at 15.5 µM | purified bovine MsrA, absorbance read-out | hit rate 0.75% among 360,000; in the data active = inhibition above about 4.5%;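 also: 0% = vehicle wells with enzyme and 100% = reference inhibitor wells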
* marks the source's active call; other numbers are inactive results; i = inactive; · = not tested or not shown.

SMILES	CSN deneddyl inh	LMPTP block	TbMetRS inhib	Scp1 inh	STEP block	NadD inh	Rpn11 block	DNMT1 block	SUMO1-SIM PPI	MsrA inhibitor
Cc1ccccc1-n1c(SCc2cccc(F)c2)nc2[nH]ncc2c1=O	-5.1	1.7	0.3	-10.7	-0.6	-4.4	i	-6.9	-0.2	7.2*
Cc1ccc(C)c(/C=N/Nc2nc3ccccc3c(=O)n2O)c1	2.3	0.2	-0.6	-0.4	8.6	3.1	i	-4.4	3.7	1.3
CCN(CC)C(=O)Cn1c(=O)n(-c2ccccc2)c(=O)c2sccc21	2.0	-0.5	-1.3	8.9	0.6	-7.4	i	-1.5	-5.4	-0.2
CCN(CCn1cccn1)C(=O)c1cccc(OC2CCN(S(C)(=O)=O)CC2)c1	-2.4	-1.0	-0.2	-10.7	-1.2	3.0	i	2.6	1.3	0.2
NC(=O)Cn1nc([N+](=O)[O-])nc1Oc1ccccc1F	-5.6	-1.6	-0.1	-11.7	-2.7	-4.2	i	-0.5	-7.7	-1.5
O=S(=O)(NC1CC1)c1ccc(Cl)cc1	6.1	1.6	-0.1	-2.4	-0.3	-0.3	i	0.2	2.2	-0.1
Cc1ccc(C(=O)Nc2ccc(N3CCN(C(=O)c4ccco4)CC3)cc2)cc1	3.4	-1.2	-0.3	-2.3	-2.5	-9.2	i	-2.4	1.2	1.6
Cc1csc(NC(=O)/C=C/c2ccc(C)o2)n1	-3.1	0.2	0.2	5.7	-2.9	-0.2	i	-7.5	-0.4	0.4
CC(CC(c1ccccc1)N1CCc2ccccc2C1)=NO (configuration not stated)	1.1	-1.8	-0.1	·	-0.2	-4.0	i	-4.4	3.6	-0.5
O=C(C1CCCO1)N1CCN(C(=O)C23CC4CC(CC(C4)C2)C3)CC1 (configuration not stated)	-1.4	-1.4	0.0	·	0.5	0.3	i	3.0	0.1	-1.4
COc1ccc(-c2nc(C)ncc2N=Nc2ccccc2)cc1	-0.5	1.9	-1.6	-3.2	3.7	-2.7	i	-2.1	-25.0	0.1
Cc1c(Br)cc(C(=O)N2CCCC2)c(C)c1C	2.6	-1.8	-0.9	2.4	0.0	-5.7	i	-0.8	-3.0	-0.6
Cc1cc(=O)c(C(=O)c2ccccc2)c(C)o1	-5.1	-1.6	-0.2	-0.8	-1.4	-4.8	i	0.0	12.9	-1.9
O=C(CCc1nc2ccccc2s1)NC1CCOC1=O (configuration not stated)	6.0	-0.5	0.0	2.5	-2.3	-7.1	i	7.8	-0.5	-0.8
CCN1CCN(C(=O)NC2CCCCC2)CC1	2.5	-1.1	-0.6	0.4	-1.6	-7.5	i	1.5	1.7	0.8
CC(=O)NS(=O)(=O)c1ccc(NC(=O)c2ccc3c(c2)C(=O)N(CCC(C)C)C3=O)cc1	-7.0	2.1	0.5	-5.2	-1.3	9.4	i	-1.7	-8.8	-0.3
COC(=O)[C@H](CCSC)NC(=O)Cn1ccc(N)nc1=O	-4.5	-1.0	0.0	10.6	0.3	3.1	i	1.9	-3.9	-0.7
CN(C(=O)c1cccc(NC(=O)Cc2ccc(NC(=O)C3CCN(C(=O)C4CC4)CC3)cc2)c1)C1CCC1	-2.9	-0.1	0.6	-10.9	8.9	-0.5	i	1.9	4.1	1.5
CS(=O)(=O)c1cccc(C(=O)Oc2ccccc2)c1	0.6	0.6	-2.0	-1.3	-0.2	0.4	i	0.7	0.5	-1.1
C=CCC1(CC=C)CCCN1C(=O)C1CCC(=O)N(CCc2ccc(OC)cc2)C1 (configuration not stated)	1.4	-1.2	0.0	-8.8	-1.3	-0.9	i	0.8	5.5	-1.1
Cc1cc(C)cc(NC(=S)NCc2cccn2C)c1	1.8	-0.5	-0.2	7.1	-5.2	6.8	i	-11.8	0.7	·
Nc1c(Cl)cc2c(c1Br)Cc1ccccc1-2	5.5	-2.0	-0.3	-10.5	-1.1	4.8	i	11.5	-1.2	0.2
COc1ccc(S(=O)(=O)N2CCOCC2)cc1NC(=O)COc1ccc(C)cc1	1.8	0.2	-0.1	13.3	-1.6	1.9	i	-1.6	3.7	-0.5
O=C(NCCC1=CCCCC1)c1c(O)nc2ccccn2c1=O	1.3	4.1	-0.4	0.3	2.0	8.1	i	0.8	-2.3	2.1
O=C(Nc1ccccc1)C1=C[C@@H](C2CCCCC2)C[C@@H](OCCCCO)O1	1.8	2.1	-0.1	-6.5	-0.7	0.0	i	-1.4	0.2	-0.6

(cont.)
SMILES	CSN deneddyl inh	LMPTP block	TbMetRS inhib	Scp1 inh	STEP block	NadD inh	Rpn11 block	DNMT1 block	SUMO1-SIM PPI	MsrA inhibitor
CC(=O)Oc1ccc(-c2csnn2)cc1	0.0	-1.8	-1.3	-5.6	-2.2	-3.1	i	2.8	0.2	-0.1
CCOc1ccccc1NC(=S)C(=C([O-])c1ccc2c(c1)OCCO2)[n+]1ccc(CC)cc1	-2.5	1.6	-0.3	-3.8	-3.0	8.2	i	-14.6	-5.4	1.6
CCN(CC)CCN(C(=O)c1ccc2c(c1)OCCO2)c1nc2ccc(C)cc2s1	2.8	-1.1	-0.5	7.0	-4.9	-6.3	i	-1.1	14.9	0.7
COCC1CCN(Cc2nc(-c3ccc(OC)cc3)no2)CC1	0.0	-0.2	0.6	-1.5	-1.9	-4.1	i	1.9	4.9	0.9
COc1cc(-c2[nH]ncc2CN2CCc3sccc3C2)cc(OC)c1OC	2.5	-0.1	-0.4	-5.4	-3.2	0.3	i	-0.9	0.3	0.2
CCOc1ccc(S(=O)(=O)Nc2cccc(-c3ccc(N4CCCCCC4)nn3)c2)cc1	-4.7	5.1	-0.6	6.2	3.6	24.3	i	-7.3	-1.1	0.6
CCNC(=S)N/N=C/c1ccc(C(=O)O)cc1	1.9	-1.8	0.7	-0.7	1.0	-2.9	i	0.0	-7.0	3.7
Cc1ncoc1C(=O)Nc1nccs1	-4.6	-1.9	-0.5	-1.1	2.1	1.7	i	4.7	5.8	1.0
O=C(N/N=C/c1ccc([N+](=O)[O-])o1)c1ccccc1-n1cccc1	1.5	0.7	-0.7	-4.9	0.4	-1.6	i	-4.4	-31.9	2.1
CCC(C)n1c(-c2cccc(S(=O)(=O)N(CC)CC)c2)n[nH]c1=S (configuration not stated)	2.9	-2.4	-0.1	-3.7	-0.3	-3.5	i	0.9	5.6	-0.5
Cc1cccc(C(=O)NCC(=O)OCCOc2ccccc2Cl)c1	-0.7	0.3	-0.5	1.6	-0.5	-4.6	i	-0.1	1.4	-0.7
COc1cc(/C=C/C(=O)OCC(=O)NC(C)c2ccccc2)cc(OC)c1OC (configuration not stated)	1.6	0.1	0.0	1.8	2.0	0.4	i	-0.5	-9.8	1.1
CC(NC(=O)CN1CCN(S(=O)(=O)c2ccc(Br)cc2)CC1)c1ccccc1 (configuration not stated)	-2.8	-0.2	0.1	-1.9	-1.8	-3.1	i	2.7	-2.4	-0.1
O=c1cc(N2CCN(Cc3ccccc3)CC2)[nH]c(=O)n1-c1ccc(Br)cc1	4.1	-0.8	-0.3	-6.0	-1.0	7.2	i	4.2	2.2	0.2
COc1cccc(C2C(C(=O)c3cc4ccccc4o3)=C(O)C(=O)N2CCN2CCOCC2)c1 (configuration not stated)	1.3	-1.1	-0.5	2.6	0.5	0.7	i	-2.6	-16.5	2.5
O=C(O)CCCn1cc(NC(=O)c2sc3ccccc3c2Cl)cn1	0.8	-0.6	0.8	-7.4	4.6	-2.3	i	-3.4	0.7	0.5
CCOc1ccccc1CN1C(=O)c2ccccc2C1C(=O)NCC1CCCO1 (configuration not stated)	-1.9	-1.5	-4.1	-11.9	-2.1	0.7	i	-0.5	0.4	-1.1
CCOC(=O)c1nnn(CC(=O)Nc2cccc(Cl)c2C)c1C(=O)OCC	-5.7	-1.8	-1.5	-0.4	-0.8	-3.0	i	1.3	1.8	-0.2
Cc1ccc(S(=O)(=O)NCCCN2CCOCC2)cc1C	-1.1	-0.5	-0.3	-4.8	-2.8	-3.6	i	4.9	2.4	-1.0
CSc1ccccc1NC(=O)CCn1c(=O)sc2ccccc21	-1.4	-0.4	-0.5	-3.4	-0.1	-4.1	i	0.1	-3.9	-0.1
CCOc1cc(C)c(S(=O)(=O)Nc2ccc3cn[nH]c3c2)cc1C	-0.9	-1.5	0.0	-16.2	-2.1	-6.7	i	-4.9	-4.1	·
O=C(Nc1ccnn1C1CCN(Cc2ccc3nonc3c2)CC1)c1cccc(F)c1	-0.5	-1.0	0.6	-3.4	-1.2	3.1	i	2.1	15.0	-1.0
CCCN(CC(=O)Nc1ccccc1C)C(=O)C1CCN(S(=O)(=O)c2ccc3c(c2)OCCO3)CC1	4.1	-0.2	0.2	-4.9	1.6	-2.8	i	4.0	3.2	1.6
C1=C(CCNc2ncnc3c2cnn3-c2ccccc2)CCCC1	0.1	1.3	1.3	1.1	-1.5	1.3	i	-1.5	-0.4	0.6
Cc1nnc(SCC(=O)Nc2ccccc2F)n(N)c1=O	-4.8	-1.0	-0.1	-4.6	-0.2	0.4	i	0.1	2.1	-0.6

The list continues:
SMILES	CSN deneddyl inh	LMPTP block	TbMetRS inhib	Scp1 inh	STEP block	NadD inh	Rpn11 block	DNMT1 block	SUMO1-SIM PPI	MsrA inhibitor
CCc1nnc(NC(=O)CCC(=O)Nc2ccc(C)cc2)s1	-3.0	1.2	0.2	-8.8	-2.7	1.9	i	0.6	-8.6	1.5
COc1ccc(CNC(=O)C2CCCN(S(=O)(=O)c3c(C)n[nH]c3C)C2)cc1 (configuration not stated)	-0.8	-2.6	-1.9	5.8	-5.1	1.0	i	3.2	5.2	0.4
CC(=O)Nc1c(C)nn(-c2ccc(C)c(C)c2)c1C	1.5	0.2	-0.9	-0.3	-3.0	5.5	i	-4.6	-1.0	-0.4
COc1cccc(C(=O)N/N=C2/SCC(=O)N2CCc2ccc(OC)c(OC)c2)c1	0.9	-1.0	0.1	-4.6	3.2	-5.4	i	3.4	0.8	-0.6
Cc1cccc(OCCOC(=O)C2CCN(S(=O)(=O)c3ccc(C)c(C)c3)CC2)c1	-1.9	5.0	-0.5	-7.3	3.0	-0.4	i	-0.3	1.1	-0.4
CCOC(=O)c1[nH]c(C)c(C(=O)NCCCN2CCOCC2)c1C	-11.4	-2.3	-0.4	-2.7	0.6	-12.1	i	-2.3	-1.5	0.6

Source: PubChem (several laboratories)

Random draw from the library (roughly 3.9% active in at least one column).
